Assay outcomes from PubChem BioAssay.
RGS4 inh: RGS4 inhibitors, primary screen, cell-based, HEK293 M3R inducible RGS4, calcium flux | Regulator of G-protein signaling 4 (Homo sapiens), P49798 | B-score at 10 µM | Fluo-4 calcium flux; active compounds read high; triggered by carbachol at its EC20 | AID 463165, 2010 | 310,000 compounds, 0.45% hits;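 active means B-score, a plate-corrected calcium signal, over three deviations above library mean, with baseline fluorescence within five deviations of library mean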;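 further: RGS4 expression induced by doxycycline in cells with stable M3 receptor; B-score is computed from the integrated fluorescence ratio over baseline after carbachol; higher B-score means a larger calcium signal and so more RGS4 inhibition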
Target sequence (P49798 whole entry, looked up): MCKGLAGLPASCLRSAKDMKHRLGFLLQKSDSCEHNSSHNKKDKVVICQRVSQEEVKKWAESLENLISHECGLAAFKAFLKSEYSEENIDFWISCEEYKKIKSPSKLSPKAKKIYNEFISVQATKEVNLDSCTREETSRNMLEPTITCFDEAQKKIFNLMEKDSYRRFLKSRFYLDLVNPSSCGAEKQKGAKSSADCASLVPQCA
GSK3 alpha inh: blockers of GSK3A enzyme activity – biochemical, luminescence, cell-free homogeneous, HTS, primary screen; GSK-3 alpha kinase, ADP-Glo luminescence, 60 min; inhibition, % at 10 µM; 320,000 compounds, 0.1% hits; AID 2650, 2010;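 in the data active means inhibition above about 50%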;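 further: GST-tagged GSK-3 alpha with peptide substrate and 25 µM ATP; 0% = DMSO neutral wells and 100% = GW8510 positive control wells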
Target sequence (P49840 whole entry, looked up): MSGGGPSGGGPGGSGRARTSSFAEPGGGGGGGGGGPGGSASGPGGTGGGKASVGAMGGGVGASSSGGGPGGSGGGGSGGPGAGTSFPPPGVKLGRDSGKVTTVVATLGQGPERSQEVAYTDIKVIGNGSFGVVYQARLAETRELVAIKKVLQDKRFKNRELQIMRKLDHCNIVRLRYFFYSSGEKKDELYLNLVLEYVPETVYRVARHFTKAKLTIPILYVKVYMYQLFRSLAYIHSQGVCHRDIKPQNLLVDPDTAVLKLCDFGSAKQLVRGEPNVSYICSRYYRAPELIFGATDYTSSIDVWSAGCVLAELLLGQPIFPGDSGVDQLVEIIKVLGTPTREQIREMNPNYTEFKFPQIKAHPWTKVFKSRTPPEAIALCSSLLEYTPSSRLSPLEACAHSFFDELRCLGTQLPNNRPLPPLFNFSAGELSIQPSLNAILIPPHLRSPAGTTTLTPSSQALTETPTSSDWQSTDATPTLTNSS
KCNQ1 inh: inhibitors of human KCNQ1 channel, primary screen, cell-based, thallium flux, high-throughput | Potassium voltage-gated channel subfamily KQT member 1 (Homo sapiens), P51787 | CHO-K1 KCNQ1, FluxOR thallium flux fluorescence; active compounds read high | B-score at 10 µM | 310,000 compounds, 1.3% hits | AID 2642, 2010;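 active means compounds whose thallium flux B-score, printed positive for inhibition, exceeds three library SD while starting fluorescence stays within three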;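 further: channel opened by potassium depolarization with thallium stimulus after 20 min compound exposure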
KCNK3 block: human KCNK3 channel inhibitors, primary screen, CHO cells, FluxOR thallium flux, B-score | B-score at 10 µM | FluxOR fluorescence; active compounds read low | 340,000 compounds, 0.84% hits;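 active means B-score under library mean minus 4 SD, starting fluorescence ratio at most library mean plus 5 SD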;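 further: more negative B-score means stronger inhibition of thallium flux through KCNK3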
PolyA inh: polyadenylation inhibitors in yeast reporter cells, primary screen, luminescence, S. cerevisiae; S. cerevisiae SKY197-pL101 polyadenylation reporter, beta-gal luminescence; efflux-impaired pdr1/pdr3 knockout yeast; score 100 = 6 SD above DMSO; calls only at 12 µM; 300,000 compounds, 0.02% hits; AID 1875, 2009;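 active means lowest replicate activity score at least 50, where 100 means six control SD above control mean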;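 further: yeast exposed to compound for 9 h at 30 °C; higher score means more reporter readthrough which indicates perturbed polyadenylation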
Dyrk1A ADPGlo: rat Dyrk1A kinase inhibitors, primary screen, biochemical, single point, plate reader; ADP-Glo luminescence, NFATc1 peptide; inhibition, % at 12.5 µM; 310,000 compounds, 0.43% hits; in the data active means inhibition above about 50%;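 further: plate controls were vehicle with enzyme for no effect and no enzyme for full effect; many of its hits are not listed in these tables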
KCNQ1 pot: potentiators or activators of KCNQ1 channel, primary screen, cell-based, thallium flux, high-throughput. Potassium voltage-gated channel subfamily KQT member 1 (Homo sapiens), P51787. CHO-K1 KCNQ1, thallium flux FluxOR fluorescence; active compounds read high. B-score at 10 µM. 310,000 compounds, 0.35% hits;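 active means fluorescence ratio B-score, a plate-corrected score, at least three library SD, with initial intensity B-score within 5 SD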
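Assay system: CHO-K1 cells stably expressing KCNQ1; Medium: assay buffer with matched DMSO; Also added: K+/Tl+ depolarizing stimulus; Dosing: single dose; Timing: dye 90 min, compound 20 min, room temperature; Measured by: kinetic FluxOR thallium fluorescence, 10-s 1-Hz baseline, 110-s post-stimulus read; Read-out: peak-minus-minimum fluorescence over initial fluorescence, negative-control normalized, B-scored.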
KCNK9 inh: KCNK9 potassium channel inhibitors, primary screen, HEK293 cells, thallium flux | AID 488922, 2010 | 310,000 compounds, 1.2% hits | FluxOR thallium flux fluorescence; active compounds read low | Potassium channel subfamily K member 9 (Homo sapiens), Q9NPC2 | B-score at 10 µM;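 active means ratio B-score over 3 SD below the library mean, with starting fluorescence within 5 SD of its mean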;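 further: negative B-score means less thallium flux so channel inhibition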
GSK3beta inhib: human GSK3beta kinase inhibitors, primary screen, biochemical, cell-free homogeneous, HTS; 300,000 compounds, 0.038% hits; Glycogen synthase kinase-3 beta (Homo sapiens), P49841; GST-GSK3beta kinase, ADP-Glo luminescence, 60 min; active compounds read low; activity score (negative = inhibition), % at 10 µM;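 active means more than half of replicate wells score below -50%, meaning over 50% inhibition versus plate controls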;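 further: 0% = median DMSO wells and -100% = median GW8510 positive control wells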
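test system = GST-tagged human GSK3beta kinase, cell-free | reagent = 25 µM ATP with peptide substrate | dosing = one dose of 10 µM per compound | schedule = 60 min reaction, RT | detection = luminescent ADP-Glo measurement of ADP formed | control set = DMSO neutral wells and GW8510 at 20 µM as positive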
hERG rescue: hERG rescue from dofetilide block, primary screen, cell-based, CHO-hERG, FluxOR thallium flux, dofetilide IC70. activation (rescue from dofetilide block), less the hit threshold, % at 10 µM. Voltage-gated inwardly rectifying potassium channel KCNH2 (Homo sapiens), Q12809. AID 1511, 2009. 310,000 compounds, 0.51% hits. dofetilide IC70 present;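 active means activation above the mean of controls blocked by dofetilide plus 5 SD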;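 further: thallium influx through hERG after potassium depolarization seen as dye fluorescence rise; in these data hits start at about 4.7%; inactives centre near -7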
RGS4 act: RGS4 potentiators or activators, primary screen, cell-based, HEK293 M3R inducible RGS4, calcium flux; carbachol calcium flux Fluo4; active compounds read low; B-score at 10 µM; 310,000 compounds, 0.92% hits;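 active means B-score of the integrated calcium signal more than 4 SD below the library mean, with starting fluorescence not abnormally high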;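 further: negative B-score means reduced calcium response which marks RGS4 activation or potentiation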
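Also added: carbachol at ECmax as muscarinic agonist stimulus; Assay system: HEK293 cells with stable M3R and inducible RGS4; Timing: overnight RGS4 induction, 30 min dye load 37 °C, 20 min compound RT; Measured by: Fluo4-AM (2 µM) calcium-flux fluorescence, kinetic read.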
An asterisk follows results filed as active; i = inactive; nt = no result given; & = joins results of further samples.

SMILES,KCNQ1 inh,KCNQ1 pot,RGS4 inh,Dyrk1A ADPGlo,KCNK9 inh,GSK3 alpha inh,GSK3beta inhib,KCNK3 block,RGS4 act,hERG rescue,PolyA inh
CC(=O)Nc1ccccc1NS(=O)(=O)c1cccc([N+](=O)[O-])c1,i,i,i,-1.2,i,-1.3,-1.2,i,i,-4.9,i
COc1ccc(CN2CC[C@H]3C=CC[C@@H](C(=O)Nc4ccc(Cl)c(C(F)(F)F)c4)[C@H]3C2=O)cc1OC,i,i,i,2.2,i,-3.4,-3.4,i,i,-7.6,i
Cc1csc(NC(=O)CSC2=NS(=O)(=O)c3cc(F)ccc3N2)n1,i,i,i,1.5,i,0.5,-2.3,i,i,-8.4,i
CC(C(=O)Nc1ccccc1C(=O)N1CCOCC1)N(c1ccc(Cl)cc1)S(C)(=O)=O (stereo not drawn),i,i,i,-4.8,i,-2.4,-0.1,i,i,-7.9,i
NS(=O)(=O)c1cccc(NC(=O)COC(=O)CCSc2ccccc2)c1,i,i,i,10.9,i,5.4,0.7,i,i,-9.2,i
Cc1ccc(CNC(=O)Nc2ccc(OC(F)(F)F)cc2)n1C,i,i,i,-2.1,i,-1.4,1.1,i,i,-5.3,i
O=C(NCc1ccccc1)c1ccc2c(c1)OCCO2,i,i,i,16.2,i,nt,-5.0,i,i,-5.8,i
CCC1(c2ccccc2)NC(=S)N(c2cccc(C)c2C)N1 (stereo not drawn),i,i,i,6.2,i,-2.6,-0.3,i,i,-3.1,i
COc1ccc(Cc2nc3ccc(C(=O)NCCc4ccncc4)cc3o2)cc1OC,i,i,i,-0.4,i,nt,1.4,i,i,-8.9,i
CCN(C(=O)CN1CCN(S(=O)(=O)c2ccccc2C(F)(F)F)CC1)c1c(N)n(Cc2ccccc2)c(=O)[nH]c1=O,i,i,i,3.0,i,0.6,3.1,i,i,-2.8,i
COc1cc(NS(=O)(=O)c2ccc(NC(=S)NC(C)=O)cc2)nc(OC)n1,i,i,i,nt,i,-0.3,-1.8,i,i,-7.4,i
Cc1oc2ccc(O)c(CN3CCOCC3)c2c1C(C)O (stereo not drawn),i,i,i,-7.3,i,7.4,0.2,i,i,-4.3,i
COc1ccc(OC)c(NC(=O)Cn2nc(C)c3ccccc3c2=O)c1,i,i,i,nt,i,-5.0,nt,i,i,-8.3,i
COCCCNC(=O)c1ccc(NS(C)(=O)=O)cc1,i,i,i,-5.2,i,-1.2,-0.1,i,i,-3.4,i
Cc1ccc2nc3c(c(C(=O)OCC(=O)NC4CCS(=O)(=O)C4)c2c1)CCCC3 (stereo not drawn),i,i,i,16.0,i,0.9,1.7,i,i,-6.9,i
COc1ccc(Cl)cc1NC(=O)C(C)N1CCN(c2ccccn2)CC1 (stereo not drawn),i,i,i,-3.2,i,-2.3,-1.3,i,i,-4.8,i
CC(C)[C@H](NC(=O)c1ccc(Cl)c([N+](=O)[O-])c1)C(=O)O,i,i,i,-4.8,i,0.9,2.1,i,i,-15.4,i
CCOC(=O)N1CCN(C(=O)c2ccc(S(=O)(=O)NCc3ccco3)cc2)CC1,i,i,i,nt,i,-2.6,-1.0,i,i,-11.7,i
Cc1ccc(NC(=O)c2cncc(Br)c2)c([N+](=O)[O-])c1,i,i,i,-0.9,i,0.0,0.6,i,i,-8.9,i
O=C(Nc1ccccc1C(=O)NC(Cc1ccccc1)C(=O)NC1CCCCCC1)c1ccccc1 (stereo not drawn),6*,i,i,1.7,i,-4.2,-8.7,i,i,-5.7,i
COc1cc2c(cc1OC)CN(C(=O)Cc1c(F)cccc1Cl)CC2,i,i,i,4.3,i,-0.6,0.2,i,i,-4.3,i
Cc1ccc(S(=O)(=O)NC2=C(N3CCN(c4ccccc4F)CC3)C(=O)c3ccccc3C2=O)cc1,i,i,i,2.4&5.7,i,0.5,-0.9,i,i,-11.4,i
Cc1c(N2C(=O)c3ccc(Br)cc3C2=O)c(=O)n(-c2ccccc2)n1C,i,i,i,-7.2,i,-4.0,1.4,i,i,-10.3,i
O=C(c1ccc(Cl)cc1)c1ccc(Oc2cc(NN3CCCCC3)c([N+](=O)[O-])cc2[N+](=O)[O-])cc1,i,i,i,-8.6,i,-1.4,1.8,i,i,-0.8,i
Cc1ccc(C)c(OCC(=O)O/N=C(\N)c2cccc([N+](=O)[O-])c2)c1,i,i,i,-9.6,i,0.2,0.1,i,i,-12.4,i
CSc1ncc(Sc2ccccc2)c(C(=O)O)n1,i,i,i,-5.6,i,-6.4,1.7,i,i,-2.5,i
COC(=O)CC(NC(=O)c1ccc(C)cc1)c1ccccc1 (stereo not drawn),i,i,i,-1.9,i,0.8,1.8,i,i,-0.1,i
CN(C)c1nc(Oc2ccc(=O)[nH]n2)nc(N2CCCCC2)n1,i,i,i,-4.6,i,3.0,0.9,i,i,-6.6,i
Cc1ccc(S(=O)(=O)N(Cc2cc3ccccc3[nH]c2=O)CC2CCCO2)cc1 (stereo not drawn),i,i,i,1.8,i,0.6,2.7,i,i,-6.5,i
COC(=O)CCC/C=C1/SCC(NC(=O)c2ccccc2)C1=O (stereo not drawn),i,i,i,-1.5,i,-4.7,1.3,i,i,-15.8,i
Cc1ccc(C2SCC(=O)N2Cc2cn3ccsc3n2)o1 (stereo not drawn),i,i,i,2.0,i,-9.3,-5.1,i,i,-2.3,i
CC1CCCCC1NC(=O)CSc1nnc(COc2ccc(Cl)cc2)o1 (stereo not drawn),i,i,i,-7.7,i,2.0,-0.2,i,i,-9.4,i
Cc1ccc(S(=O)(=O)NCCN2CCOCC2)cc1C,i,i,i,-4.1,i,8.2,-6.8,i,i,-5.2,i
C=CCn1c(SCC(=O)c2[nH]c(C)c(C(=O)OCC)c2C)nc2scc(-c3ccc(OC)cc3)c2c1=O,i,i,i,1.9,i,nt,0.6,i,i,-4.1,i
CCOC(=O)c1cc(=O)n(Cc2ccccc2C)c2ccccc12,i,i,i,-6.1,i,-2.7,-1.1,i,i,-13.4,i
COc1ccc(OC)c(S(=O)(=O)N2CCC(C(=O)NCc3cccnc3)CC2)c1,i,i,i,0.7,i,0.5,-0.1,i,i,-3.7,i
COc1ccc(Nc2cc(C)c3ccc(O)cc3n2)cc1,i,i,i,46.0,i,1.1,-1.2,i,i,-20.8,i
Cn1cc([N+](=O)[O-])c(C(=O)Nc2nccs2)n1,i,i,i,10.2,i,-0.4,0.6,i,i,0.5,i
COC(=O)c1ccccc1NC(=O)c1ccc2c(c1)CC(C)O2 (stereo not drawn),i,i,i,1.0,i,-1.0,-0.3,i,i,-7.5,i
CCCCOc1ccc(C(=O)OCC(=O)N2CCOCC2)cc1,i,i,i,3.3,i,-2.8,2.4,i,i,-4.4,i
Cc1c(CC(=O)O)c(=O)oc2c(C)c(OCc3c(F)cccc3Cl)ccc12,i,i,i,-1.5,i,-3.5,1.8,i,i,-13.6,i
COC(=O)N/N=C/c1cn(Cc2ccc(F)cc2)c2ccccc12,i,i,i,nt,i,-1.6,3.6,i,i,2.8,i
COC(=O)C1=C(C)C(c2cccs2)NC(=O)N1C (stereo not drawn),i,i,i,-8.0,i,-0.5,1.7,i,i,-8.1,i
CCC(CC)COC(=O)C1=C(C)NC(=O)NC1c1cccc([N+](=O)[O-])c1 (stereo not drawn),i,i,i,nt,i,5.5,-1.3,i,i,-4.5,i
FC(F)(F)c1cc(Oc2ccc(Cl)cc2)nc(-c2ccccn2)n1,i,i,i,11.0,i,-0.2,0.1,i,i,-5.5,i
CC(=O)n1cc(N(C(=O)CCl)c2ccccc2)c2ccccc21,i,i,i,7.6,i,0.3,-1.2,i,i,-8.9,i
O=C(Cn1cnc2c(oc3nc4c(cc32)CCCC4)c1=O)Nc1ccccc1,i,i,i,-0.5,i,0.0,-0.8,i,i,-7.1,i
COc1cc(NC(=O)CC(C)S(=O)(=O)c2cc3c(cc2C)NC(=O)CO3)cc(OC)c1OC (stereo not drawn),i,i,i,2.8,i,-1.4,-4.0,i,i,-3.3,i
CC(C)(C)c1[nH]nc2c1C(c1ccoc1)C(C#N)=C(N)O2 (stereo not drawn),i,i,i,-2.6,i,8.7,-14.4,i,i,-10.3,i

An excerpt; the hit share may differ from the screen's.
